Screening data from PubChem.
GSTO1 counter – inhibitors of recombinant GSTO1, primary screen, counter-screen for RBBP9 inhibitor project, biochemical, fluorescence polarization; Glutathione S-transferase omega-1 (Homo sapiens), P78417; activity-based probe fluorescence polarization; inhibition, % at 5.96 µM; hit rate 1.1% among 300,000;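 active = inhibition above the campaign mean inhibition plus 3 SD, cut at about 35% in these data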;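 note: 0% = GSTO1-1 with DMSO and 100% = wells lacking GSTO1-1 enzyme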
GLD-1 TGE inh – GLD-1/TGE RNA complex disruptors, primary screen, biochemical, fluorescence polarization; Female germline-specific tumor suppressor gld-1 (Caenorhabditis elegans), Q17339; purified GLD-1 + fluorescein TGE RNA; inhibition, % at 5.96 µM; hit rate 0.44% among 320,000; AID 2280, 2010;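 active = percent inhibition above a per-plate cutoff, the plate mean of test compounds plus 3 SD, cut at about 30% in these data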;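 note: 0% = DMSO wells with GLD-1 and probe and 100% = wells lacking GLD-1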
MCL1 BIM primary – inhibitors of MCL1 binding to BIM-BH3, primary screen, biochemical, fluorescence polarization | Induced myeloid leukemia cell differentiation protein Mcl-1 (Homo sapiens), Q07820 | GST-MCL1 / FITC-Bim-BH3 fluorescence polarization | inhibition, % at 10.9 µM | hit rate 0.68% among 320,000;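 active = inhibition above the mean inhibition of all tested compounds plus 3 SD, set per campaign, cut at about 40% in these data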;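 note: 0% = DMSO wells and 100% = unlabeled Bim-BH3 peptide control; higher means more loss of mP so more displacement of Bim peptide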
Target sequence (Q07820 whole entry, looked up): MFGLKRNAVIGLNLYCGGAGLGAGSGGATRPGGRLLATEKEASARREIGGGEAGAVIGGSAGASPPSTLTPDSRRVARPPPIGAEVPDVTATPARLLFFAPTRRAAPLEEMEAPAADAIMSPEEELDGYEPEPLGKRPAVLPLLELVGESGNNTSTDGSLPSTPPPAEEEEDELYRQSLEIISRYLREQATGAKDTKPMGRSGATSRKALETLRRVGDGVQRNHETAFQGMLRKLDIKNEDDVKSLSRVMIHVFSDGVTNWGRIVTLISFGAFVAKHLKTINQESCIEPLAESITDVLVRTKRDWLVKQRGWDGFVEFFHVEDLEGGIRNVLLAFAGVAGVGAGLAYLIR
PME-1 inh – PME-1 inhibitors via competitive probe labeling, primary screen, biochemical, fluorescence polarization, FP-Rh probe, HTS | Protein phosphatase methylesterase 1 (Homo sapiens), Q9Y570 | recombinant PME-1 | inhibition, % at 5.9 µM | hit rate 0.53% among 320,000 | AID 2130, 2009;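 active = inhibition above the campaign mean of all compounds plus 3 SD, cut at about 26% in these data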;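 note: competitive labeling of PME-1 active site by serine hydrolase directed probe; 0% = PME-1 with DMSO and 100% = wells lacking PME-1 enzyme; inhibitors block probe labeling so polarization falls and inhibition rises; many of its hits are not listed in these tables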
Fam108B inh – mouse Fam108B serine hydrolase inhibitors, primary screen, counter-screen for RBBP9 inhibitor project, biochemical, fluorescence polarization; hit rate 0.33% among 300,000; recombinant Fam108B, FP-Rh probe fluorescence polarization; inhibition, % at 9.51 µM; AID 1947, 2009;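 active = inhibition above the screen mean inhibition plus 3 SD, computed separately per campaign, cut at about 18% in these data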;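 note: inhibitors lower polarization as less probe binds the enzyme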
PAD4 inh – human PAD4 inhibitors, primary screen, biochemical, fluorescence polarization, 1536-well format; Protein-arginine deiminase type-4 (Homo sapiens), Q9UM07; recombinant PAD4, RCA probe fluorescence polarization; inhibition, % at 6.36 µM; hit rate 0.41% among 330,000;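 active = percent inhibition above a cutoff equal to the mean of all tested compounds plus 3 SD, cut at about 15% in these data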;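 note: 0% = PAD4 with RCA probe and DMSO and 100% = probe without PAD4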
Target sequence (Q9UM07 whole entry, looked up): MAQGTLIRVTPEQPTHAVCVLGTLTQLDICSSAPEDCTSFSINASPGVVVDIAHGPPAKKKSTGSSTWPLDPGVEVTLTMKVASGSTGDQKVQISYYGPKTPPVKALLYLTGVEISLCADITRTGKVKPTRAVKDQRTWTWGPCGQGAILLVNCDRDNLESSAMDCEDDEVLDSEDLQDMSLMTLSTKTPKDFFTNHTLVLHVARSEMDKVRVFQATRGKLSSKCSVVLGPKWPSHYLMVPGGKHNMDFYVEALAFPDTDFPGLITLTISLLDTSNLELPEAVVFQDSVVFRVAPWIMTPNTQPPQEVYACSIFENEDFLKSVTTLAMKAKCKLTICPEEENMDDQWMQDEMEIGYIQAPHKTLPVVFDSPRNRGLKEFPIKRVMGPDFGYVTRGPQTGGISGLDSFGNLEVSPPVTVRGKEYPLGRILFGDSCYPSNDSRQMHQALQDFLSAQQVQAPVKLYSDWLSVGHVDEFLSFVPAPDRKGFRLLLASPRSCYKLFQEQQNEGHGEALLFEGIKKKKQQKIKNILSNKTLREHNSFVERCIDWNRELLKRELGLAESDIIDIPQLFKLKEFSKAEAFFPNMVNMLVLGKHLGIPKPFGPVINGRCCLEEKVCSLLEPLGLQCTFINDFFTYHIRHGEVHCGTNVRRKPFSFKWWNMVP
Bcl-xL primary – inhibitors of human Bcl-xL, primary screen, biochemical, fluorescence polarization, HTS. Bcl-2-like protein 1 (Homo sapiens), Q07817. GST-Bcl-xL / FITC-Bim BH3 peptide fluorescence polarization. inhibition, % at 10.9 µM. hit rate 0.7% among 320,000;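 active = inhibition above the mean of all tested compounds plus 3 SD, cutoff set per campaign, cut at about 30% in these data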;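 note: 0% = DMSO wells and 100% = unlabeled Bim-BH3 peptide competitor; inhibitors lower millipolarization by displacing the labeled peptide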
TPT1 inh – Candida albicans TPT1 enzyme inhibitors, primary screen, biochemical, fluorescence polarization; recombinant caTPT1, FP RNA substrate dephosphorylation; tRNA 2'-phosphotransferase TPT1 (Candida albicans SC5314); hit rate 0.81% among 300,000; inhibition, % at 5 µM;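 active = inhibition above the mean of all tested compounds plus 3 SD, set per screening campaign, cut at about 24% in these data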;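 note: plate controls were DMSO alone for no effect and ferristatin control at 100 nM for full effect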
MEX-5 binding – MEX-5 zinc finger RNA-binding disruptors – biochemical, C. elegans, fluorescence polarization, MLPCN library, primary screen. activity score (negative = inhibition of binding), % at 10 µM. hit rate 0.38% among 300,000. MEX-5/FITC-TCR2 RNA binding; hits give low values. Zinc finger protein mex-5 (Caenorhabditis elegans), Q9XUB2. AID 1832, 2009;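 active = inhibition past about -25% in most replicates, and total fluorescence under double the plate's negative control median, limit read from the data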;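 note: 0% = DMSO and -100% = 5 µM competing unlabeled TCR2 RNA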
Numbers without * were called inactive; . = no result given.

SMILES | GSTO1 counter | GLD-1 TGE inh | MCL1 BIM primary | PME-1 inh | Fam108B inh | PAD4 inh | Bcl-xL primary | TPT1 inh | MEX-5 binding
CCCC(C)CO (configuration not stated) | . | 7 | -3 | -6 | . | -2 | 4 | . | .
COCCNC(=O)C1CC(c2cccc([N+](=O)[O-])c2)=NO1 (configuration not stated) | 1 | 3 | 2 | -1 | 1 | -3 | 6 | 1 | 2.7
O=C(CCCn1c(=S)[nH]c2cc3c(cc2c1=O)OCO3)N1CCN(c2ccc(Cl)cc2)CC1 | -2 | 9 | 1 | 4 | -9 | -4 | -6 | 5 | -0.9
O=Cc1ccccc1OCCCOc1cccc2cccnc12 | 3 | -1 | -5 | 3 | 1 | -5 | -4 | 0 | 1.7
COCCNC(=O)CSCc1cc(C)cc(C)c1 | 5 | -9 | 7 | 1 | 2 | -5 | -1 | -1 | -6.7
CC(=O)c1ccccc1NC(=O)COC(=O)CN1C(=O)C2CCCCC2C1=O (configuration not stated) | . | 0 | 7 | 1 | . | 0 | 2 | . | .
COc1ccccc1NC(=S)N1CCn2cccc2C1c1cccnc1 (configuration not stated) | 9 | 20 | 18 | 7 | 3 | -3 | 17 | -6 | -0.6
Cc1ccc(S(=O)(=O)N2[C@@H](c3ccc(Cl)cc3)C(C(=O)O)=CC[C@H]2c2ccc(C(C)C)cc2)cc1 | -9 | 5 | 3 | -1 | -4 | 2 | 6 | -3 | .
Cc1cccc(C(=O)NNC(=O)c2ccccc2-n2cccc2)c1 | -5 | -2 | 10 | 1 | 6 | -7 | 9 | 2 | -0.6
CCNC(=O)C(=O)Nc1ccc(OC)c(Cl)c1 | 8 | 1 | -1 | 6 | 3 | 0 | -2 | 1 | 7.0
COC(=O)c1cc(-c2ccccc2)sc1NC(=O)CN1C(=O)c2ccccc2C1=O | 6 | 7 | 0 | -2 | -8 | -3 | 2 | -1 | -0.6
Cc1nc2scc(C)n2c(=O)c1S(=O)(=O)NCc1ccccc1 | 3 | 3 | 5 | -2 | 2 | 0 | -4 | 0 | 1.1
COc1ccc(NS(=O)(=O)c2ccc(NC(=O)C3CC3)cc2)cc1 | 10 | 1 | -4 | 9 | 4 | -3 | -4 | 0 | 3.3
Cc1ccc(Oc2ncc(-c3ccc(Cl)cc3)cn2)cc1 | -3 | 6 | -4 | -5 | 6 | -4 | -1 | 2 | 2.7
O=C(N/N=C1/CC2CCC1C2)c1cc2ccccc2cc1O (configuration not stated) | -8 | -9 | -9 | 10 | 4 | -4 | 1 | 3 | 1.6
Cn1c(SCC(=O)Nc2ccc(F)cc2)nc2c([nH]c3ccccc32)c1=O | 3 | -2 | 8 | -6 | 1 | 3 | -2 | -6 | 2.5
COc1cccc(OC)c1OCCCOc1ccc([N+](=O)[O-])cc1Cl | -4 | 9 | 2 | 2 | 4 | -2 | 3 | -1 | 0.3
CCOC(=O)CN1C(=O)/C(=C/c2ccccc2Br)Oc2ccccc21 | -5 | 4 | 0 | -1 | -1 | -4 | -1 | 2 | -0.2
Cn1c(=O)[nH]c(Nc2ccc(F)cc2)c([N+](=O)[O-])c1=O | -9 | 2 | 7 | 1 | -5 | 0 | 2 | -3 | 1.6
COc1cc(C(=O)OCC(=O)NC(C)CCc2ccccc2)cc(OC)c1OC (configuration not stated) | -2 | 3 | -6 | 2 | 0 | -5 | -2 | 0 | -2.5
CC1CCCN(C(=O)COC(=O)c2cc(-c3cccs3)nn2-c2ccccc2)C1 (configuration not stated) | 5 | -2 | 0 | 1 | 2 | -3 | 1 | 1 | 3.2
COc1ccccc1OCCCn1c(=O)oc2ccc(C)cc21 | -4 | 5 | 5 | 0 | 8 | -6 | 3 | 0 | -0.2
COc1cc(NC(=O)CSc2nnc3c(C)cc4cc(C)cc(C)c4n23)c(C(=O)O)cc1OC | -5 | 4 | 0 | 2 | -1 | 0 | 0 | -3 | -1.6
O=C(CCNC(=O)c1ccccc1)OCC(=O)c1ccccc1 | 13 | 10 | 3 | 2 | -2 | -2 | 5 | -3 | -0.6
COc1cc2nc(C3CCC3)n(N)c(=O)c2cc1OC | -1 | 5 | 6 | 4 | 5 | 0 | -2 | 1 | 0.0
CC(=O)NC(c1cc(F)c2cccnc2c1O)C1CC1 (configuration not stated) | . | -1 | 1 | -1 | . | 1 | 0 | . | .
CCOc1nc2cnccc2n(CC(=O)Nc2c(F)c(F)cc(F)c2F)c1=O | 0 | -6 | 1 | -2 | 6 | 0 | -1 | 1 | 3.4
CC(=O)N[C@H]1[C@H](OC2CCCCC2)O[C@H](COC(C)=O)[C@@H](OC(C)=O)[C@@H]1OC(C)=O | 2 | 1 | 15 | -5 | -4 | -6 | 3 | 0 | -5.9
O=C(C(=O)N1CCc2ccccc2C1)c1cn(CC(=O)N2CCCCC2)c2ccccc12 | 4 | 5 | -1 | 8 | 1 | 2 | 3 | 3 | -2.0
COc1cc(NC(=O)CN(C)Cc2ccc(OC(F)F)cc2)c(C)cc1[N+](=O)[O-] | -1 | 1 | -12 | 4 | -2 | -1 | 3 | -3 | 3.3
CC(=O)N1CCN(S(=O)(=O)c2ccc(S(=O)(=O)NCC(C)C)cc2)CC1 | -6 | 6 | -4 | -2 | 3 | -5 | 1 | -5 | -0.8
COC(=O)c1cc(CSC(=N)N)ccc1OCCC(C)C | -11 | 8 | -1 | 1 | 2 | 7 | 2 | -1 | -1.4
COc1ccccc1/C=C/C(=O)N1CCN(S(=O)(=O)c2cc(C)ccc2C)CC1 | . | 4 | 6 | 13 | . | 0 | 8 | . | .
C[N+]1(C)CC2=Cc3ccccc3CC2C1 (configuration not stated) | 6 | -4 | 3 | -2 | 3 | -3 | -3 | 0 | -0.7
CN1CCN(c2ccc(S(=O)(=O)Nc3ccccc3)cc2[N+](=O)[O-])CC1 | 5 | -1 | 13 | 7 | 0 | 2 | 4 | -5 | 2.1
CCN(CC)C(=O)C(C)N(C#N)c1nc(SC)nc(N(C)C)n1 (configuration not stated) | 0 | 6 | -3 | -4 | 0 | 0 | -6 | 0 | 1.5
CCC(CC)c1nnc(NC(=O)c2ccc3ccccc3n2)s1 | -3 | -7 | -4 | -7 | -3 | 0 | 2 | -3 | -0.3
COc1ccc(N(C)C(=O)Nc2ccc3c(c2)nnn3C)cc1 | 0 | -1 | 4 | 0 | 1 | -3 | 2 | -3 | -2.0
CCOc1ccc(S(=O)(=O)NCCCn2ccnc2)cc1NC(C)=O | 1 | 4 | 12 | 1 | 2 | -2 | 6 | 1 | 0.8
Cc1ccc(-c2nc(C#N)c(NCC3CCCO3)o2)cc1 (configuration not stated) | 7 | 3 | 7 | -4 | -2 | 1 | 6 | -1 | -0.1
Cc1nc(=O)c(-c2ccccc2)c(C)n1-c1cccc(C(=O)O)c1 | 0 | -4 | -7 | 6 | -2 | -1 | -1 | 2 | 1.4
CCN(CC)C(=O)OCc1c(-c2cccc(OC)c2)ncc2ccccc12 | . | -3 | -2 | 4 | . | -4 | -1 | . | .
CCOc1ccc(CNC(=O)CCC(=O)N2Cc3ccccc3Oc3ncccc32)cc1 | 0 | 1 | 0 | -1 | 0 | 1 | 4 | 0 | 0.0
COCCCN(Cc1cccs1)S(=O)(=O)c1csc(C(N)=O)c1 | 1 | 8 | -7 | 4 | 1 | 0 | 1 | 2 | 0.0
CN(C)CCNC(=O)C(=O)NCC1CCCN1S(=O)(=O)c1cccs1 (configuration not stated) | -2 | 5 | 8 | 3 | -1 | -1 | 10 | 1 | -1.2
Cc1cc(N)n(-c2ccc(S(=O)(=O)c3ccc(C(C)C)cc3)cc2)n1 | -3 | 5 | 6 | 5 | -1 | -3 | 5 | 4 | 0.5
Cc1cc(-c2nc(C)c(-c3nnc(SCC(=O)Nc4ccccc4)n3C)s2)no1 | 0 | 0 | 4 | -6 | -2 | 8 | 2 | 2 | 0.9
O=C1N=C(N2CCN(Cc3ccccc3)CC2)S/C1=C/c1cccs1 | -8 | 3 | 1 | -3 | -3 | -3 | -3 | 3 | -1.8
Cc1ccc(C(=O)CNc2ccc(C)c(Cl)c2)cc1 | -2 | -4 | 5 | -13 | 0 | -4 | 1 | 0 | -0.8
O=C(NC1C2CC3CC(C2)CC1C3)c1ccc(N2CCNCC2)c([N+](=O)[O-])c1 (configuration not stated) | -3 | 1 | 2 | 6 | -4 | -5 | 5 | -3 | 2.1
O=C(COC(=O)CN1C(=O)COc2ccccc21)NCc1ccc(F)cc1 | -1 | 1 | 1 | -1 | 1 | -2 | 3 | -2 | -3.6
Cc1ccc(C(=O)Nc2ccccc2C(=O)O)cc1S(=O)(=O)NCc1ccccc1 | -20 | -1 | -2 | -8 | -7 | -4 | -3 | 2 | 1.2
COc1ccc(OCc2cc(C(=O)N3CCC(c4ccccc4)CC3)no2)c(Cl)c1 | 2 | 0 | 1 | 0 | -11 | 7 | 4 | -1 | -1.9
CCCc1nn2c(=O)c(C(c3cccc(Cl)c3)c3c(O)nc4sc(CCC)nn4c3=O)c(O)nc2s1 | -11 | -5 | 2 | 5 | -1 | -4 | 7 | 3 | 0.5
Cc1ccc2nc(CCc3nc4ccc(C)cc4o3)oc2c1 | 0 | -1 | 1 | -3 | -2 | 1 | 2 | -1 | -1.2
COc1ccc(/C(C)=N/OCC(=O)Nc2nc3ccccc3s2)cc1OC | -3 | -1 | -3 | 1 | -2 | -1 | 6 | 1 | -3.3
COC(=O)CCCCCCCC(=O)Nc1nnc(C(F)(F)F)s1 | 6 | -2 | 0 | 5 | 3 | 5 | 2 | -1 | 1.9
CCOc1ccc(N2C(=O)NC(Cc3c[nH]c4ccccc34)C2=O)cc1 (configuration not stated) | -5 | -2 | -2 | -1 | 7 | -5 | 0 | 0 | -2.0
CSc1nc2ccc(NC(=O)c3ccc(F)c(F)c3)cc2s1 | -7 | 6 | 6 | -9 | -3 | -4 | 5 | 3 | 0.8
O=C(O)/C=C\C(=O)Nc1ccccc1N1CCN(c2ccccc2)CC1 | 6 | 1 | 7 | 4 | -1 | -1 | 1 | 1 | -3.9
CCc1ccc(/C=N/n2c(C)cc(C)c(C#N)c2=O)cc1 | 2 | 7 | 1 | -1 | 0 | 1 | 3 | -4 | 0.5
Cc1cc(C)cc(OCC(=O)OCC(=O)NC2CCCCCCC2)c1 | -1 | 5 | 1 | -4 | 1 | 4 | 6 | 2 | -1.2
COCc1ccc(CN2CCCC(C(=O)Nc3ccc(-c4cccc(OC)c4)cc3)C2)o1 (configuration not stated) | -8 | 7 | -2 | -3 | -2 | -4 | 3 | 0 | -1.9

An excerpt; count on the stated rates, not on these rows.
